Compound activity: PubChem BioAssay, several laboratories
sEH inhibitor: blocks human soluble epoxide hydrolase activity; P34913; 91,000 compounds, 0.34% hits; recombinant human sEH enzymatic activity assay; AID 707; inhibition, % at 2 µM; in the data active = inhibition above about 80%; note: values of inactives mirror those of a sister screen read the other way; many of its hits are not listed in these tables
Target sequence (P34913 whole entry, looked up): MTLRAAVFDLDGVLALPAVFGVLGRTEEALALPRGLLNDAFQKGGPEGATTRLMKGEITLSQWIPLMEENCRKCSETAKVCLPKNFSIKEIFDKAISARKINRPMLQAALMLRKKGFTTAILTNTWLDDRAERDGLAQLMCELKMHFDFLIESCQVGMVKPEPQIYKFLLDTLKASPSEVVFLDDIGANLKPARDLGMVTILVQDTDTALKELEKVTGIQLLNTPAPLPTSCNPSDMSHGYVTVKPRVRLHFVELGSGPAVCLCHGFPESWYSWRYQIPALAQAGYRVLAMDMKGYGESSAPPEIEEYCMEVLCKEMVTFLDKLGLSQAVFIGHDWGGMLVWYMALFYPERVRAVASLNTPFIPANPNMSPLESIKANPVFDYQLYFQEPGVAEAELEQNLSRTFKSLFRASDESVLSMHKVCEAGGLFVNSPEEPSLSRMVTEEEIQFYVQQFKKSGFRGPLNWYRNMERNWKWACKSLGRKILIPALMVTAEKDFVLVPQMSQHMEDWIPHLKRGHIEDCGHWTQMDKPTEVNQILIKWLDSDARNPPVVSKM
Smad3 FoxH1 inh: blocks human Smad3 binding to FoxH1 peptide; P84022; TR-FRET Smad3/Dy647-FoxH1 peptide binding, europium anti-His; inhibition, % at 25 µM; 88,000 compounds, 0.29% hits;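 active = compounds that reduce the energy-transfer binding signal between the protein and its labelled peptide by more than half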;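 note: 0% = Smad3 plus labelled peptide maximal FRET and 100% = peptide-only background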
Mac1 fbg enh: increases human CD11b/CD18 adhesion to fibrinogen; 93,000 compounds, 0.07% hits; P05107+P11215; K562 CD11b/CD18 adhesion to fibrinogen, ATPlite luminescence; AID 1499; activation, % at 10 µM;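 active = 10 µM primary screen giving 50% or more activity, confirmed by 40% or more on retest at that dose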; note: strong numbers were not always called active; reference of the scale not given here
Calb biofilm kill: kills Candida albicans biofilms; C. albicans biofilm + clotrimazole, Alamar Blue; inhibition, % at 6 µM; 85,000 compounds, 0.14% hits;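 active = inhibition above 20%; inactive = inhibition below 20%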;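 note: preformed 24 hr biofilms exposed to compound for 48 hr; 0% = biofilm without compound and 100% = blank killed by clotrimazole plus chlorhexidine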
ERb coact inh: ER-beta (human) coactivator binding inhibition. TR-FRET ER-beta LBD / SRC1-Cy5 peptide binding; receptor agonist-loaded with 1 µM estradiol. 86,000 compounds, 1.3% hits. Q92731. inhibition, % at 25.6 µM;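 active = compounds whose percent inhibition of the receptor-coactivator binding signal exceeds about 50% in the single-dose screen, limit read from the data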;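 note: 0% = receptor plus peptide wells without compound and 100% = peptide-only wells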
Target sequence (Q92731 whole entry, looked up, the tested form may be a part): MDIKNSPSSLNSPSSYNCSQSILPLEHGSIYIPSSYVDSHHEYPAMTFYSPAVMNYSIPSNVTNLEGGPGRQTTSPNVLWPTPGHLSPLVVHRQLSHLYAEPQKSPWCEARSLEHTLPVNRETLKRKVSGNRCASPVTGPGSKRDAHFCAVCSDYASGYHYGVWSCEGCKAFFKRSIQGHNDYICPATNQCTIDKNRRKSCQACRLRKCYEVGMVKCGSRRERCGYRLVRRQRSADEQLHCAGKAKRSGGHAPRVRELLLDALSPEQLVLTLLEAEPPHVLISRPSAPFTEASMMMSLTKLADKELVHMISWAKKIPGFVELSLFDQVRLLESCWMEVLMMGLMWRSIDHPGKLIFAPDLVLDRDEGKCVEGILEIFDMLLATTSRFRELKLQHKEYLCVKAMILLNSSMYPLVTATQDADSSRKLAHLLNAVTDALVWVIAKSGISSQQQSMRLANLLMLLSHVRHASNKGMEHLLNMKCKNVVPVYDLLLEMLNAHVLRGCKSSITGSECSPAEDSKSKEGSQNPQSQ
Mac1 fbg inh: CD11b/CD18-fibrinogen binding inhibition; K562 CD11b/CD18 adhesion to fibrinogen, ATPlite luminescence; Mn2+ added to activate the integrin; inhibition, % at 10 µM; 93,000 compounds, 0.54% hits; AID 1497;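 active = primary inhibition of 50% or more at 10 µM, then 40% or more on retest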; note: some results filed as inactive read as strong as hits
MT1-MMP txn act: activates MT1-MMP transcription; HT1080 MT1-MMP promoter luciferase reporter, luminescence, overnight; active compounds read high; activation factor at 10 µM; 86,000 compounds, 0.16% hits; AID 750;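 active = activation factor of at least 2 for MT1-MMP transcription at 10 µM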
ERa SRC1 pot: enhances coactivator binding to human estrogen receptor alpha. P03372. TR-FRET ERalpha-LBD/SRC-Cy5 coactivator binding, 2 h; 100 = basal binding, no effect. coactivator binding (% of control), % at 25.6 µM. 86,000 compounds, 1.3% hits; in the data active = activity above about 200%;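 note: binding measured in presence of low estradiol as agonist stimulus; 0% = peptide alone without receptor and 100% = receptor with peptide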
sEH activator: soluble epoxide hydrolase (human) activation; P34913; purified human sEH enzymatic activity, activator screen; activation, % at 2 µM; 91,000 compounds, 0.04% hits; in the data active = activation above about 37%; note: values of inactives mirror those of a sister screen read the other way
* = called active by the depositor; · = not tested or not shown; [ ] = another dose, or the depositor's remark.

SMILES	sEH inhibitor	Smad3 FoxH1 inh	Mac1 fbg enh	Calb biofilm kill	ERb coact inh	Mac1 fbg inh	MT1-MMP txn act	ERa SRC1 pot	sEH activator
COc1ccc(-c2cc(C(=O)O)c(C)o2)cc1OC	-4	-21[fluorescence artefact?]	0	4	3[fluorescence artefact?]	14	·	92	3
Cc1cccc(OC(C)c2ccnc3nc(/N=C/N(C)C)nn23)c1 (stereo unspecified)	12	·	0	·	·	-1	·	·	-10
CCc1nnc(NC(=O)Cn2c(=O)oc3ccccc32)s1	10	-1	0	-2	-6	-8	1.1	107	-13
COc1ccc(OCCSc2nnc(-c3ccc(OC)cc3)n2N)cc1	-11	-9	-5	3	-3	-5	1.1	101	11
CCc1ccc2[nH]c(=O)c(CN(CCN(C)C)C(=O)Nc3ccccc3OC)cc2c1	-4	5	-4	6	-6	-17	1.2	127	3
Cc1c(NC(=O)c2ccc(Br)o2)cccc1C(=O)O	2	11	-4	-1	-2	-8	1.3	109	-2
Cc1ccc(N(CC(=O)N2CCOCC2)S(C)(=O)=O)cc1C	-2	4	0	4	0[fluorescence artefact?]	14	1.1	132[fluorescence artefact?]	0
CCOc1ccc(N(CC(=O)NCc2ccc(F)cc2)S(=O)(=O)c2c(C)noc2C)cc1	·	-11	0	1	2	-7	1.1	114	·
CCCCNC(=O)C1CC(=O)N(c2ccc(OC)cc2)C1c1ccc(OC)cc1 (stereo unspecified)	20	-2	·	-3	3	·	1.2	88	-18
COc1ccc(CCNS(=O)(=O)c2ccc(C(=O)NCc3ccco3)cc2)cc1OC	-10	8	8	10	-3	-21	1.2	96	6

Sorted by length of the SMILES (high to low): 3 of the compounds above
SMILES	sEH inhibitor	Smad3 FoxH1 inh	Mac1 fbg enh	Calb biofilm kill	ERb coact inh	Mac1 fbg inh	MT1-MMP txn act	ERa SRC1 pot	sEH activator
CCOc1ccc(N(CC(=O)NCc2ccc(F)cc2)S(=O)(=O)c2c(C)noc2C)cc1	·	-11	0	1	2	-7	1.1	114	·
CCc1ccc2[nH]c(=O)c(CN(CCN(C)C)C(=O)Nc3ccccc3OC)cc2c1	-4	5	-4	6	-6	-17	1.2	127	3
CCc1nnc(NC(=O)Cn2c(=O)oc3ccccc32)s1	10	-1	0	-2	-6	-8	1.1	107	-13

Further entries:
SMILES	sEH inhibitor	Smad3 FoxH1 inh	Mac1 fbg enh	Calb biofilm kill	ERb coact inh	Mac1 fbg inh	MT1-MMP txn act	ERa SRC1 pot	sEH activator
O=C(Cn1[nH]c(=O)c2ccccc2c1=O)N1CC=C(c2ccccc2)CC1	-5	-1	4	-6	0	3	·	111	7
O=S(=O)(Nc1ccc(C(F)(F)F)cc1)c1cnc[nH]1	·	-1	-4	-1	-2	-6	1.2	97	·
COc1ccc(C)c2sc(=NC(=O)c3ccc(C#N)cc3)n(C)c12	·	-73[fluorescence artefact?]	·	1	45[fluorescence artefact?]	·	1.3	106[fluorescence artefact?]	·
CCCN(C(=O)Cc1nc(N)n[nH]1)C1(C(=O)Nc2c(C)cccc2C)CCCCC1	·	-6	7	4	-5	-52	1	104	·
Cc1c(-c2ccccc2)oc2nc3c(c(=O)n(C)c(=O)n3C)n12	·	-5	-1	0	-6	-12	1	116	·
COc1ccccc1NC(=S)N1CCN(C(=O)c2ccco2)CC1	-24	·	2	·	·	-2	·	·	22
Cc1ccccc1Nc1nc(CSc2nnc(-c3ccoc3C)n2C)cs1	-2	1	5	-1	7[fluorescence artefact?]	-7	1.3	92[fluorescence artefact?]	4
O=C(COC(=O)c1ccc(Sc2ccccc2)c([N+](=O)[O-])c1)NC1CCCc2ccccc21 (stereo unspecified)	14	5	-1	4	25	12	1.2	68	-13
O=C(O)c1cc2sccc2s1	-8	0	0	8	59*	0	1.1	107	7
COc1cccc(NC(=O)CCCn2c(=O)[nH]c3ccccc3c2=O)c1	22	5	-2	4	-6	-7	1.1	118	-22
O=C(COC(=O)c1ccccc1C(=O)c1ccccc1)c1ccco1	-18	-4	14	1	-7	-42	1.2	107	18
Cc1cccnc1NC(=O)COc1ccc2oc3c(c2c1)CCCC3	25	7[fluorescence artefact?]	·	4	-33	·	1.4	107[fluorescence artefact?]	-21
Cc1cc(C)nc(NS(=O)(=O)c2ccccc2)n1	19	13	-6	1	-2[fluorescence artefact?]	1	1.3	117	-18
Cc1ccc(CN2C(=O)CSc3ccc(C(=O)NCCN4CCOCC4)cc32)cc1	·	2	2	3	7	-3	1	101	·
CCOC(=O)c1cnc(SCC(=O)c2ccccc2)nc1N	4	8	-1	9	6[fluorescence artefact?]	0	1.4	118	-3
O=C(CO/N=C/c1ccccc1O)NNC(=O)c1ccccc1Cl	-3	1	·	8	-1	·	1.2	102[fluorescence artefact?]	4
OC(CN1c2ccccc2Sc2ccccc21)Cn1nnc2ccccc21 (stereo unspecified)	6	-2	5	-3	2[fluorescence artefact?]	-22	1.3	100	-8
CCC(=O)Nc1ccc(-c2nnc(SCC(=O)N3CCCCC3)n2C)cc1	-14	-8	-1	6	-12	0	1.2	117	12
O=C(NCc1cccs1)c1ccc(N2CCCC2=O)cc1	5	·	-1	·	·	-6	·	·	-3
COc1ccc(C(N)=O)cc1NC(=O)c1cccc(F)c1	7	0	·	8	-3	·	1.2	102	-8
Cc1cc(C(=O)COc2ccc(-c3nnco3)cc2)c(C)n1Cc1ccccc1	1	15	-2	11	7	80	0.9	155	-2
Cc1cc(C)cc(Oc2ncnc3c2ncn3Cc2c(Cl)cccc2Cl)c1	-9	-6	0	-2	-17	4	1.1	77	8
C=CCn1c(SCC(=O)Nc2ncc(Cc3cc(C(F)(F)F)ccc3Cl)s2)nnc1-c1ccncc1	-10	·	21	·	·	-1	·	·	9
CCOC(=O)c1c(-c2ccccc2)c(C(C)=O)c(=O)n(C)c1C	7	-5	-2	5	-4	5	1.1	120	-3
O=C(Nn1c(=O)[nH]c2ccsc2c1=O)c1ccccc1	-25	4	4	10	5	-15	1.1	96	26
CC(=O)N(C(C)=O)c1ncc2c([nH]c3ccccc32)c1C#N	-3	4	-4	4	11	·	1.1	81	4
CC(C)Cc1ccc(S(=O)(=O)N2CCCC2)cc1	-4	17	-1	-2	-4	7	1.2	105	7
Clc1cccc(Cl)c1NC1=NCCC1	7	11	-7	2	-12	-27	1.1	87	-8
CCOc1ccc(NC(=O)CC2NCCNC2=O)cc1 (stereo unspecified)	7	5	-1	8	-22	-8	1.3	114	-4
CC(C)OC(=O)CN1C(=O)c2ccccc2C1=O	·	9	0	7	-3[fluorescence artefact?]	-8	1.1	110	·
Cc1ccc(S(=O)(=O)N(Cc2nccn2C)C(C)C)cc1	4	-5	-1	8	-7	-13	1.1	122	-2
Cc1ccc(-c2nnc(CSc3nnc(COc4cccc5ccccc45)n3-c3ccccc3)o2)cc1	-1	·	-7	·	·	4	·	·	0
CCc1c(O)nc(SCC(=O)Nc2ccccc2OC)[nH]c1=O	4	4	-3	0	9	-5	1.1	117	-6
Cc1nc(N2CCN(S(=O)(=O)c3ccc(F)cc3)CC2)c2c(C)c(C)sc2n1	·	1	-4	8	-1	3	1.1	111	·
c1ccc2c(c1)ncn2CCN1CCCCC1	4	3	·	6	-3	·	1	102[fluorescence artefact?]	1
CCOC(=O)C1=C(C)Nc2nc(SCC(=O)OC)nn2C1c1cc(F)cc(F)c1 (stereo unspecified)	9	5	1	5	-3	-12	1.2	92	-10
O=C(CSc1nnc(C2CCCCC2)n1-c1ccccc1)NCc1ccco1	·	10	1	4	10	-22	1.1	18	·
Cc1ccc(-c2nc3ncccc3o2)cc1NC(=O)Cc1ccc(Cl)cc1	5	-17[fluorescence artefact?]	·	6	37[fluorescence artefact?]	·	1.1	132[fluorescence artefact?]	-5
Cc1nccn1Cc1cccc2ccccc12	-3	6	-2	-3	-3[fluorescence artefact?]	-2	1.1	95	-1
O=C(CSc1nc(-c2ccco2)cc(C(F)(F)F)n1)NC1CCCCCCC1	54	-3	·	9	-13	·	1	143	-52
CC1CCC2(CC1)NC(=O)N(CC(=O)NC(=O)NC1CCCC1)C2=O (stereo unspecified)	·	17	-2	10	4	-4	1.2	121	·
CSc1nnc(Cn2c(=O)sc3ccccc32)n1-c1ccccc1C	·	1	·	1	-1	·	1.1	116	·
CC(NC(=O)C(=O)NN=C1CCCCCCCCCCC1)c1ccccc1 (stereo unspecified)	22	·	1	·	·	-2	·	·	-20
COc1ccc(C)cc1-n1c(SCC(=O)Nc2cc(C)on2)nc2sc(C)c(C)c2c1=O	·	13	2	2	14	-7	1.1	118	·
O=c1[nH]c2ccccc2nc1C(Cl)c1ccccc1 (stereo unspecified)	1	-5	-4	5	-2	1	1.3	99	-1
CCCNC(=O)C1CC(=O)N(c2ccc(OCC(=O)Nc3cc(C)cc(C)c3)cc2)C1 (stereo unspecified)	·	8	1	7	-3[fluorescence artefact?]	-40	1.1	118	·
O=C(Nc1ccc2c(c1)OCO2)C1CC(c2ccc(Cl)cc2)=NO1 (stereo unspecified)	10	6	-1	3	0	-2	1.2	89	-11
CCCCSc1nc(C)c(CC(=O)OC)c(=O)[nH]1	·	-8	1	·	-9	7	1	123	·
COc1ccccc1CNc1ccc(N2CCOCC2)c(C(=O)O)c1	-1	-4	-3	7	3[fluorescence artefact?]	-3	1.1	116	-1
c1csc(C(c2nnnn2C2CCCCC2)N2CCN(c3nc4ccccc4s3)CC2)c1 (stereo unspecified)	-2	8	·	3	0[fluorescence artefact?]	·	1.2	108[fluorescence artefact?]	6

More entries:
SMILES	sEH inhibitor	Smad3 FoxH1 inh	Mac1 fbg enh	Calb biofilm kill	ERb coact inh	Mac1 fbg inh	MT1-MMP txn act	ERa SRC1 pot	sEH activator
COc1ccccc1C1C2C(=O)N(c3ccccc3)C(=O)C2ON1c1ccccc1 (stereo unspecified)	-4	-4	-1	5	7[fluorescence artefact?]	5	1.1	111	5
O=C(Cn1cc2c(n1)CCCC2)NC1CCCCCC1	·	-8	6	9	-1[fluorescence artefact?]	-9	1	128	·
COc1ccc(OCCNc2cc(N3CCOCC3)ccc2[N+](=O)[O-])cc1	1	·	3	·	·	6	·	·	2
Cc1ccc(C(=O)N2CCN(c3ccc(NC(=O)c4cccnc4)cc3)CC2)cc1	2	5	-3	5	1	4	1	110	-1
O=C(NCCCCc1ccccc1)C1CC(c2ccc([N+](=O)[O-])cc2)=NO1 (stereo unspecified)	11	·	-2	·	·	-10	·	·	-10
Cc1ccc(NC(=O)C2CCCN(S(=O)(=O)c3c(C)noc3C)C2)c(C)c1 (stereo unspecified)	1	-10	-1	3	0[fluorescence artefact?]	6	1.2	109	2
Cc1n[nH]c(=O)nc1NCc1ccco1	4	3	-4	5	-3	-15	1.2	111	-3
O=C1OCC2=C1C(c1ccc3c(c1)OCO3)Sc1ccccc1N2 (stereo unspecified)	-7	15	-4	3	-3	-5	1.1	98	8
CCc1nc(SCC(=O)NCCc2ccccc2)c2oc3ccccc3c2n1	-6	7[fluorescence artefact?]	2	13	24[fluorescence artefact?]	-16	1.1	99[fluorescence artefact?]	6
OCCSc1nncn1/N=C/c1c[nH]c2ccccc12	8	7	2	8	-3	2	1.5	118	-7
O=c1c(Cl)c(NCCCO)cnn1-c1nc2ccccc2[nH]1	·	-1	·	2	13	·	1.1	85	·
CCOc1cccc2cc(C(=O)Nc3nccs3)c(=O)oc12	6	·	0	·	·	-2	·	·	-5
Cc1c(NC(=O)/C=C/c2cn(-c3ccccc3)nc2-c2ccccc2)c(=O)n(-c2ccccc2)n1C	-13	·	-6	·	·	-17	·	·	15
COc1ccccc1OCc1csc(NC(=O)c2ccco2)n1	·	-11	0	·	1	-5	1.7	112[fluorescence artefact?]	·
CCOC(=O)N1CCC(NC(=O)c2ccc3c(c2)N(Cc2ccc(C)cc2)CCS3)CC1	14	-3	4	3	11	16	·	107	-12
COc1ccc(OC)c(NC(=O)C2C3CCC(C3=C(C)C)C2C(=O)O)c1 (stereo unspecified)	-3	-6	-2	4	10	7	1.2	113	1
COc1nc(NCc2ccco2)nc(N2CCC(C)CC2)n1	6	4	1	3	-1	-1	1	115	-6

The list is partial; count on the stated rates, not on these rows.
